Screens as filed in PubChem.
IEC-6 tox: cytotoxicity in IEC-6 intestinal epithelial cells, primary screen, cytotoxicity control for KLF5 inhibitor project, cell-based, luminescence | IEC-6 cytotoxicity, luminescence viability | inhibition, % at 5 µM | 290,000 compounds, 0.78% hits | AID 1825, 2009; in the data active means inhibition above about 22%;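 further: 0% = plate median of test compound wells and 100% = cytotoxic reference compound wells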
TRPC6 inh: mouse TRPC6 channel inhibitors, primary screen, cell-based, HEK293, membrane potential dye | AID 2553, 2010 | 310,000 compounds, 1.1% hits | Short transient receptor potential channel 6 (Mus musculus), Q61143 | B-score at 10 µM | ACh-evoked depolarization; hits give low values;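 active means B-score under library mean minus 3 SD, initial fluorescence not abnormally high, positive integrated signal ratio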;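 further: B-score derived from integrated fluorescence ratio over the kinetic read; more negative B-score means stronger inhibition of depolarization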
SKKanGAS inh: S. pyogenes SKKanGAS growth inhibitors in kanamycin, primary screen, streptokinase expression inhibitor project, SKKanGAS strain, BacTiter-Glo luminescence | 6 h | inhibition, % at 7.5 µM | 300,000 compounds, 1.3% hits | AID 1662, 2009;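 active means mean replicate score, as percent of positive control median, at least 50; inconclusive means mean below 50 but one replicate at or above 50; inactive means mean and every replicate below 50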;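 further: strain carries kanamycin resistance gene driven by streptokinase promoter and grows in 40 µg/ml kanamycin; loss of luminescence reflects streptokinase promoter inhibition or plain growth inhibition; 0% = median of DMSO wells and 100% = positive control at its reference dose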
TRPC4 inh: inhibitors of mouse TRPC4 channel, primary screen, Fluo4 calcium, HEK293 TRPC4beta/mu-opioid cells; Short transient receptor potential channel 4 (Mus musculus), Q9QUQ5; DAMGO-evoked Fluo4 calcium flux; hits give low values; B-score at 10 µM; 300,000 compounds, 0.39% hits;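 active means B-score over 3 SD under the library average, no early fluorescence shift, positive overall ratio signal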
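Material: HEK293 cells with stable TRPC4beta plus mu-opioid receptor expression / Probe or stimulus: DAMGO in two steps, submaximal then maximal / Compound: single concentration per test compound / Technique: kinetic Fluo4 fluorescence imaging of calcium influx / Read-out: per-well B score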
KLF5 inhibitor: KLF5 expression inhibitors, primary screen, DLD-1 cells, luminescence; DLD-1 KLF5 promoter-luciferase reporter; inhibition, % at 5 µM; 290,000 compounds, 0.23% hits;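 active means inhibition above a per-plate limit of that plate's mean compound inhibition plus 3 SD, cut at about 60% in these data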;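 further: 0% = DMSO wells and 100% = LY294002 at 200 µM; higher means less KLF5 promoter-driven luciferase light; inactives centre near -14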
TRPC6 activator: mouse TRPC6 channel activators, primary screen, cell-based, HEK293, membrane potential dye | HEK293-TRPC6 membrane potential dye fluorescence; hits give high values | B-score at 10 µM | 310,000 compounds, 0.13% hits | AID 2550, 2010;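 active means B-score of the integrated fluorescence ratio above library mean plus 3 SD, and starting fluorescence ratio within library mean plus 5 SD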;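 further: higher score means more depolarization so channel activation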
MrgX1 antagonist: antagonists of human MrgX1 receptor, primary screen, HEK293 cells, Fluo-4 calcium flux; BAM8-22 antagonism; hits give low values; B-score at 10 µM; 310,000 compounds, 1.3% hits;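 active means calcium-response B-score plate-corrected more than 3 library SD below zero, starting fluorescence within 5 deviations, no agonist response on first addition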;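 further: peak minus trough fluorescence over baseline after final BAM8-22 challenge near maximal dose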
Target sequence (Q96LB2 whole entry, looked up): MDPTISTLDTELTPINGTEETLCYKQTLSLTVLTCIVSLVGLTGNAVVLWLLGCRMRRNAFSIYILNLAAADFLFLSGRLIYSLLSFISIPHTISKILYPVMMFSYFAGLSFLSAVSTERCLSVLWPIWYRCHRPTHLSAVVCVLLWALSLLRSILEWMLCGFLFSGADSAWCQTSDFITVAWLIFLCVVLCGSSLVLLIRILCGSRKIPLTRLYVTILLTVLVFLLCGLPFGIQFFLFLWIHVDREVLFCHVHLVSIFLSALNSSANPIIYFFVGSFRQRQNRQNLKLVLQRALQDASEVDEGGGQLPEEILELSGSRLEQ
TRPC4 agonist: activators of mouse TRPC4 channel, primary screen, Fluo4 calcium, HEK293 TRPC4beta/mu-opioid cells; Short transient receptor potential channel 4 (Mus musculus), Q9QUQ5; Fluo4 calcium fluorescence; hits give high values; B-score at 10 µM; 310,000 compounds, 0.49% hits; AID 2237, 2010;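 active means B-score above 5 SD of library B-scores, and initial fluorescence ratio not above library mean plus 5 SD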;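 further: positive B-score marks a calcium rise read as TRPC4 activation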
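Test system: HEK293 cells stably co-expressing mouse TRPC4beta and mu-opioid receptor | Schedule: Fluo4 dye loading 45 min at room temperature, 110 s recording | Measured by: Kinetic Fluo4 calcium fluorescence, 5 s baseline at 1 Hz | Evaluation: B score of integrated ratio | Controls: Buffer (low) and maximal DAMGO (high)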
HIF act: HIF pathway transcriptional activators, primary screen, cell-based, U2OS HRE-luciferase, luminescence; U2OS HRE-luciferase reporter; normalized: DMSO 0%, desferrioxamine 100%; activation, % at 7.5 µM (by protocol); 300,000 compounds, 0.32% hits; AID 1910, 2009;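 active means mean activation of at least 10% of the iron chelator positive control signal, with at least half of replicates also reaching 10%; inconclusive means mean and replicate majority disagree about reaching 10%; inactive means mean and most replicates under 10%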
TRPC4 PAM: positive allosteric modulators of TRPC4, primary screen, cell-based, mouse TRPC4beta, HEK293 mu-opioid, Fluo-4 calcium | Short transient receptor potential channel 4 (Mus musculus), Q9QUQ5 | DAMGO EC20, Fluo-4 Ca2+ flux; hits give high values | B-score at 10 µM | 310,000 compounds, 0.42% hits | AID 2227, 2009;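 active means B-score of calcium response area above 5 SD of library B-scores, with initial fluorescence ratio within 5 SD of library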;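 further: B-score of integrated fluorescence ratio over time as area under calcium response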
aSyn UTR inh: MLPCN primary screen, SNCA 5' untranslated region | alpha-synuclein 5'UTR reporter, inhibitor activity | inhibition, % (tested at 7.5 µM) | 300,000 compounds, 0.82% hits; in the data active means inhibition above about 60%; inconclusive means no clear call, values can overlap the other calls;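 further: H4 neuroglioblastoma cells stably carrying SNCA 5'UTR luciferase fusion; 0% = DMSO wells and 100% = positive control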
* marks the source's active call; other numbers are inactive results; i = inactive; ? = inconclusive; / = not tested or not shown.

SMILES	IEC-6 tox	TRPC6 inh	SKKanGAS inh	TRPC4 inh	KLF5 inhibitor	TRPC6 activator	MrgX1 antagonist	TRPC4 agonist	HIF act	TRPC4 PAM	aSyn UTR inh
COc1cc(S(=O)(=O)N2CCOCC2)c(OC)c(S(=O)(=O)N2CCOCC2)c1	-4	i	-5	i	-6	i	i	i	-63	i	-22
Cc1ccc(S(=O)(=O)NCC(=O)N(CC(=O)NCc2ccco2)C2CCCC2)cc1	1	i	4	i	-1	i	i	i	-0.1	i	-15
CC(Oc1ccc(Cl)cc1Cl)c1nc(-c2ccc(NC(=O)c3ccccn3)cc2)no1 (stereo not drawn)	2	i	4	i	-126	i	i	i	/	i	/
O=C(Cc1ccc(-n2cnnn2)cc1)NC12CC3CC(CC(C3)C1)C2	-2	i	-4	i	-12	i	i	i	-0.2	i	9
O=C1Nc2ccccc2N(O)N1c1ccc(Cl)cc1	4	i	0	i	5	i	i	i	1.3	i	-57
CN1CCN(C(=O)c2ccc(CN(c3ccccc3)S(=O)(=O)c3ccccc3)cc2)CC1	-2	i	4	i	18	i	i	i	-0.6	i	4
CSCCC(NC(=O)c1ccc(Cl)cc1Cl)C(=O)OC1CCCCC1=O (stereo not drawn)	/	i	-4	i	/	i	i	i	-0.6	i	4
COc1ccc(NC(=S)NCc2ccc(S(N)(=O)=O)cc2)cc1OC	0	i	3	i	-15	i	i	i	0.1	i	8
Cc1cccc(Oc2nc(-c3ccncc3)nc3ccccc23)c1	0	i	?	i	-11	i	i	i	0.0	i	55
O=C(C1=C(c2ccccc2)C(=O)c2ccccc2C1=O)c1ccccc1	-4	i	13	i	-14	i	/	i	-1.4	i	-17
COc1ccc(C2c3ccc(O)cc3Oc3ncn(Cc4ccco4)c(=N)c32)cc1OC (stereo not drawn)	0	i	-2	i	-6	i	i	i	-0.6	i	26
CCCNC(=O)NC(=O)COC(=O)c1oc2ccc(OCC)cc2c1C	-5	i	9	i	-22	i	i	i	1.3	i	-25
CCn1c(O)c(C=NC2CCCC2)sc1=S	-10	i	1	i	-65	i	i	i	0.7	i	-59
Clc1ccc(-c2n[nH]c3c2Cc2ccccc2-3)cc1Cl	3	i	5	i	-8	i	i	i	0.9	i	-66
COc1cccc(OC)c1C(=O)Nc1ccc(S(=O)(=O)N2CCCCC2)cc1	-1	i	-8	i	0	i	i	i	-13	i	11
Cc1occc1-c1nc(-c2ccccn2)no1	10	i	1	i	-55	i	i	i	0.0	i	-30
COC(=O)CC1C(=O)NCCN1C(=O)CSc1nnnn1-c1ccc(OC)cc1 (stereo not drawn)	3	i	8	i	-17	i	i	i	0.2	i	-8
Cc1ccc2nc(-c3ccc(NC(=O)COC(=O)c4ccc([N+](=O)[O-])o4)cc3)sc2c1	0	i	8	i	-201	i	i	i	0.0	i	53
Cc1cccc(OCC(=O)O/N=C(\N)c2ccncc2)c1	-1	i	1	i	-35	i	i	i	1.1	i	-53
O=c1cc(-c2ccccc2Cl)oc2c(NS(=O)(=O)c3cc(Cl)cc(Cl)c3O)ccc(O)c12	-6	i	109*	/	-26	i	i	120*	0.1	i	16

3 compounds out of the list, sorted by SMILES length, low to high:
SMILES	IEC-6 tox	TRPC6 inh	SKKanGAS inh	TRPC4 inh	KLF5 inhibitor	TRPC6 activator	MrgX1 antagonist	TRPC4 agonist	HIF act	TRPC4 PAM	aSyn UTR inh
CCn1c(O)c(C=NC2CCCC2)sc1=S	-10	i	1	i	-65	i	i	i	0.7	i	-59
Clc1ccc(-c2n[nH]c3c2Cc2ccccc2-3)cc1Cl	3	i	5	i	-8	i	i	i	0.9	i	-66
COc1ccc(C2c3ccc(O)cc3Oc3ncn(Cc4ccco4)c(=N)c32)cc1OC (stereo not drawn)	0	i	-2	i	-6	i	i	i	-0.6	i	26

The list goes on.
SMILES	IEC-6 tox	TRPC6 inh	SKKanGAS inh	TRPC4 inh	KLF5 inhibitor	TRPC6 activator	MrgX1 antagonist	TRPC4 agonist	HIF act	TRPC4 PAM	aSyn UTR inh
O=C(Nc1ccccc1F)c1ccccc1C(=O)Nc1ccccc1F	/	i	-3	i	/	i	i	i	0.2	i	-14
O=C(CSc1ncc(C(F)(F)F)cc1Cl)N1CCN(S(=O)(=O)c2ccc3ccccc3c2)CC1	2	i	4	i	-10	i	i	i	0.0	i	18
O=C(COc1ccccc1)Nc1ccc(S(=O)(=O)Nc2ccccn2)cc1	8	i	3	i	-31	i	i	i	-0.7	i	-22
CC(C)c1cccc(C(C)C)c1NC(=O)COC(=O)c1ccc(OCC(=O)Nc2cccc(C(F)(F)F)c2)cc1	-3	i	8	i	-20	i	i	i	-0.8	i	-18
O=C1CC(C2CCCO2)C(=O)N1Cc1ccccc1 (stereo not drawn)	0	i	0	i	-19	i	i	i	-0.1	i	-1
CC(C)CC(c1nnnn1Cc1cccs1)N1CCN(c2nc3ccccc3s2)CC1 (stereo not drawn)	-1	i	32	i	-28	i	i	i	-0.8	i	6
CCN(CC)S(=O)(=O)c1ccc(OC)c(NC(=O)CSc2cc(C)ccc2C)c1	2	i	-5	i	2	i	i	i	-2.3	i	19
Cc1ccc2nnc(Cl)n2n1	-4	i	1	i	-20	i	i	i	-0.5	i	12
CCCc1nnc(SCC(=O)N2CCCC(C)C2)n1CCOC (stereo not drawn)	9	i	-1	i	-30	i	i	i	-0.1	i	12
Cc1nn(-c2ccccc2)c(N)c1C1(O)C(=O)N(C(C)C)c2ccccc21 (stereo not drawn)	-2	i	6	i	-25	i	i	i	0.0	i	-2

Single entries from above.
Result of `O=C(Cc1ccc(-n2cnnn2)cc1)NC12CC3CC(CC(C3)C1)C2` in HIF act: -0.2
Result of `CC(Oc1ccc(Cl)cc1Cl)c1nc(-c2ccc(NC(=O)c3ccccn3)cc2)no1` (stereo not drawn) in SKKanGAS inh: 4

Records above that bear a hit mark in TRPC4 agonist:
canonical_smiles	TRPC4 inh	KLF5 inhibitor	TRPC6 activator	MrgX1 antagonist	TRPC4 agonist	TRPC4 PAM	aSyn UTR inh
O=c1cc(-c2ccccc2Cl)oc2c(NS(=O)(=O)c3cc(Cl)cc(Cl)c3O)ccc(O)c12	/	-26	i	i	120*	i	16

Later entries:
SMILES	IEC-6 tox	TRPC6 inh	SKKanGAS inh	TRPC4 inh	KLF5 inhibitor	TRPC6 activator	MrgX1 antagonist	TRPC4 agonist	HIF act	TRPC4 PAM	aSyn UTR inh
CSc1nc2ccc(NC(=O)c3c(F)cccc3F)cc2s1	8	i	-2	i	-117	i	i	i	6.0	i	-166
CCOC(=O)c1nc(Nc2ccc(C(C)=O)cc2)c2ccccc2n1	-3	i	-1	i	-22	i	i	i	0.4	i	-2
CCCCn1c(N)c(N(CCOC)C(=O)c2oc3ccc(OCC)cc3c2C)c(=O)[nH]c1=O	/	i	-4	i	/	i	i	i	-0.1	i	-2
Cn1c(SCc2ccc3c(c2)OCO3)nnc1-c1ccccc1	1	i	-1	i	-45	i	i	i	2.7	i	-80
Cc1ccc(-c2n[nH]c(=O)c3ccccc23)cc1N	0	i	-2	i	-22	i	i	i	0.1	i	17
CCOc1cc(C(=O)NC2CCCCCCC2)cc(OCC)c1OCC	/	i	-4	i	/	i	i	i	-0.4	i	20
CCN(C(=O)COC(=O)CNS(=O)(=O)c1ccccc1)c1ccccc1	9	i	-17	i	-13	i	i	i	-0.1	i	-11
Cn1c(-c2ccc3c(c2)OCO3)c(C(=O)O)c(=O)c2ccccc21	-2	i	-4	i	12	i	i	i	/	i	30
CCOc1ccccc1NC(=O)CN(c1ccc(OC)cc1)S(=O)(=O)c1c(C)[nH]c(=O)[nH]c1=O	-2	i	11	i	-19	i	i	i	0.1	20*	5
CCOC(=O)C1=C(C)Nc2ccc(C)cc2S1	-1	i	3	i	-8	i	i	i	0.8	i	-21
COc1ccc(-n2c(SC(C)C(=O)N3CCOCC3)nc3ccccc3c2=O)cc1 (stereo not drawn)	-5	i	13	i	-24	i	i	i	-0.2	i	-6
O=C(Cc1ccccc1)NCCN1CCCC1	-4	i	-4	i	-30	i	i	i	-0.3	i	-3
O=C(NC(Cc1ccccc1)C(=O)O)/C(=C/c1cccc([N+](=O)[O-])c1)NC(=O)c1cccc(Br)c1 (stereo not drawn)	0	i	6	i	8	i	i	i	1.2	i	20
O=C(Nc1ccccc1-c1ccccc1)NC1CCN(C(=O)N2CCOCC2)CC1	3	i	9	i	0	i	i	i	-0.3	i	13
Cc1ccc(S(=O)(=O)c2cnc(-c3ccccc3)nc2N2CCCCC2)cc1	0	i	2	i	0	i	i	i	-0.9	i	25
CCOCC(=O)Nc1cccc(Br)c1	4	i	-2	i	-36	i	i	i	0.4	i	-15
c1ccc(CN2CCN(C(c3ccccc3)c3ccccc3)CC2)cc1	-9	i	-22	i	12	i	i	i	2.8	i	-1
CC(=O)Nc1ccc(S(=O)(=O)NCCCc2ccccc2)cc1	5	i	-10	i	-37	i	i	i	-8.5	i	16
O=C(/C=C/c1ccc(OCCCF)cc1)Nc1ccnc(-c2ccncc2)n1	2	i	24	i	7	i	i	i	0.3	i	-209
CC1CC2(CCCC2)N(C(=O)N(C)C)c2ccc(F)cc21 (stereo not drawn)	-3	i	-3	i	2	i	i	i	0.4	i	-6
COc1ccc(-n2cc([N+](=O)[O-])c(=O)c3ccc(Cl)cc32)cc1	/	i	-8	i	/	i	i	i	-0.5	i	-15
c1ccc(-n2c(-c3ccncc3)nnc2-c2cccs2)cc1	1	i	2	i	-3	i	i	i	-0.6	i	3
O=CNNC(=O)c1cccc([N+](=O)[O-])c1	-10	i	3	i	-11	i	i	i	0.0	i	3
